# N370S GC: inhibits or activates N370S mutant glucocerebrosidase; Potency, µM (series often up to 59.4 µM), for the others: at the top dose activity change, negative = inhibition, most hits filed as inhibitors; hit rate 0.092% among 330,000; P04062; N370S GC spleen homogenate, 4MU-glucoside fluorescence;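 also: 0% = full enzyme activity and -100% = no enzyme basal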
# FEN1 inhibitor: blocks human flap endonuclease 1; P39748; Recombinant FEN1 flap cleavage, fluorescence, 15 min; Potency, µM (highest dose often 114 µM), for the others: at the highest dose activity change, negative = inhibition, hits mostly inhibitors; hit rate 0.35% among 390,000; also: nearly all actives have a fitted effect of over 65% in size
# Target sequence (P39748 whole entry, looked up): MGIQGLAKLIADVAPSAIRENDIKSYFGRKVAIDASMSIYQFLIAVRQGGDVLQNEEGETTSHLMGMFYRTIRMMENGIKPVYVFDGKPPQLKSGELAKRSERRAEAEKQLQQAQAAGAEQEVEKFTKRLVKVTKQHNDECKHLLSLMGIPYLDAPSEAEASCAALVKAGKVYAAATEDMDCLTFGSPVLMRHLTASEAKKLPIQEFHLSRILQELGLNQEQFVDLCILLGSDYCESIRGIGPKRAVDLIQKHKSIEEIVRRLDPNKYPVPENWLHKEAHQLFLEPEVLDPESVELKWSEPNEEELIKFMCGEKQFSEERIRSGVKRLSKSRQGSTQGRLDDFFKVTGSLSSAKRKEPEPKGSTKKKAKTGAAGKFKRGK
#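 Concentration–response screening of FEN1 (10 nM): 15 min compound preincubation at room temperature, reaction started with 50 nM substrate and read at 0 and 15 min. Corrected, normalized data were fitted by a four-parameter Hill equation.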
# DT40 TDP1 CPT: growth inhibition of DT40 Tdp1-/-;hTDP1 cells with camptothecin (screen for TDP1 inhibitors). chicken DT40 Tdp1-/-;hTDP1 cells + 20 nM CPT, ATP luminescence, 48 h. Potency, µM (highest dose often 46.2 µM), inactives show top-dose activity change, negative = growth inhibition, most hits filed as inhibitors. hit rate 12% among 420,000. AID 686979; also: nearly all actives have a fitted effect of over 55% in size
#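 Cell growth measured by CellTiter-Glo luminescence after a minimum 48 h, 37 C compound exposure with 20 nM CPT in Tdp1-knockout DT40 cells stably expressing hTDP1, seeded 400/well; qHTS titration format.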
# * marks the source's active call; other numbers are inactive results; ? = inconclusive; nt = no result given; [ ] = remark or other dose. Calls follow the shape of the dose curve; as a rule, active = well fitted curve in the direction sought with a large enough effect; inconclusive = small, poorly fitted or top-dose-only effect, or another doubt; inactive = no such curve, though single readings can be large; an effect the other way counts as inactive or inconclusive. Unless noted, % is scaled to controls: 0 for no effect and ±100 for the full control effect; potency is read from the fitted curve at half-maximal effect. This is a subset. The share of hits here may be higher or lower than overall.
SMILES,N370S GC,FEN1 inhibitor,DT40 TDP1 CPT
CC(Oc1ccccc1)C(=O)N/N=C/c1ccccn1 (configuration not stated),4%,-1%,?
COc1ccc(-n2ncc(C(=O)Nc3cccc(C(F)(F)F)c3)c2C2CCN(C(=O)OC(C)(C)C)CC2)cc1,nt,-1%,?
COc1ccc(Nc2ncc(C(=O)Nc3cc(C)ccc3OC)c3ccccc23)cc1,nt,1%,?
O=C(NCc1nc(-c2ccc(Cl)cc2)no1)c1ccc2c(c1)OCO2,-6%,1%,-4%
COc1ccc(C(C)=O)cc1Cn1c(=O)cc(C)[nH]c1=O,11%,-1%,2%
COc1ccccc1-n1c(SCC(=O)N2CCCC2)nnc1-c1ccccc1,13%,13%,7%
CC(OC(=O)CN1C(=O)NC2(CCCC2)C1=O)C(=O)c1ccccc1 (configuration not stated),-1%,2%,8%
CCOc1cc(C(=O)N2CCN(c3ccc(C(C)=O)cc3)CC2)cc(OCC)c1OCC,-4%,8%,?
CCOC(=O)N1CCN(C(=O)COc2cccc3c2CCN(CC)C3=O)CC1,6%,0%,-7%
CNC(=O)c1ccccc1Nc1ccc(SC(F)F)cc1,-11%,-3%,?
O=C(CSc1nc2ccccc2c(=O)[nH]1)Nc1ccccc1O,-5%,10%,?
CCc1ccccc1N1C(=O)c2ccccc2S1(=O)=O,17%,0%,-13%
COc1cc(S(=O)(=O)NC2CC(C)(C)NC(C)(C)C2)c(OC)cc1Cl,11%,6%,0%
CCOCCCN(C)C1CCN(C(=O)c2oc3ccccc3c2NC(=O)c2cccc([N+](=O)[O-])c2)CC1,2%,-15%,?
CCN(C[C@H]1N[C@@](CC)(C(=O)OC)[C@H]2C(=O)N(C)C(=O)[C@@H]12)C(=O)Nc1ccccc1,nt,9%,-20%
Cc1csc(SCC(=O)Nc2sccc2C(N)=O)n1,5%,9%,-15%
O=C(NCc1ccc(Cl)cc1)c1cc2c(s1)-c1ccccc1SC2,nt,-15%,13%
COc1cccc(CN2CCN(C(=O)c3cc(-c4ccncc4)nc4ccc(C)cc34)CC2)c1,nt,-2%,23µM*
CC(=O)Nc1nc(C(F)(F)F)cs1,-10%,4%,8%
CCc1ccc(/C=N/NC(=O)c2nnn(-c3nonc3N)c2CN2CCc3ccccc32)cc1,15%,-1%,?
Cc1ccccc1-n1nc(SCC(=O)O)sc1=S,1%,15%,-14%
Cc1cc(C(=O)COC(=O)CN=C2NS(=O)(=O)c3ccccc32)c(C)n1CCc1ccc(Cl)cc1,-1%,-5%,1%
Cc1ccc2c(c1)N(CC(=O)N1CCCCC1c1cccnc1)C(=O)CO2 (configuration not stated),4%,4%,?
Nc1cc(N)nc(SCC(=O)NCCC2=CCCCC2)n1,4%,1%,-15%
COc1ccc(S(=O)(=O)NNC(=O)c2ccc([N+](=O)[O-])cc2)cc1,-4%,4%,?
# New compounds follow
SMILES,N370S GC,FEN1 inhibitor,DT40 TDP1 CPT
CCN1C(=O)/C(=C/c2ccc(OC)c(OC)c2)N=C1SCC(=O)NCc1ccco1,14%,-1%,11%
Fc1ccc(-n2nnc(-c3cccnc3)n2)cc1,-1%,-15%,3%
O=C(c1ccc(C(F)(F)F)cc1)C1CCCN(C(=O)CCN2CCCO2)C1 (configuration not stated),16%,-12%,-25%
COc1ccc(CNc2ncccc2[N+](=O)[O-])cc1,-3%,14%,-10%
COCc1ccc(C(=O)N2CCCC(N(C)CCc3ccc(OC)c(OC)c3)C2)s1 (configuration not stated),-18%,-6%,-5%
O=S(=O)(c1cccc(NC(=S)N2CCN(c3ccccc3)CC2)c1)C(F)F,-4%,12%,13µM*
C/C(=N\Nc1nncc2ccccc12)c1ccc(Cl)c([N+](=O)[O-])c1,1%,-4%,?
COc1cc(C(=O)NCCOc2ccccc2C)cc(OC)c1OC,-17%,-14%,?
O=C(CNC(=O)C1COc2ccccc2O1)N/N=C\c1ccccc1Cl (configuration not stated),-10%,4%,-9%
COc1ccc(-c2noc(CN(C(=O)c3ccc4c(c3)OCO4)C(C)C)n2)cc1,?,-13%,3%
O=C(COc1ccccc1Cl)NNC(=O)c1cc(S(=O)(=O)N2CCOCC2)ccc1N1CCCC1,7%,-13%,13%
CSc1ccccc1NS(=O)(=O)c1ccc2c(c1)OCCO2,2%,0%,-10%
Cc1ccc(/C=N/NC(=O)c2nnn(-c3nonc3N)c2C)o1,-6%,0%,-20%
Cn1c(SCC(=O)NNC(=O)Cc2ccccc2)nnc1-c1ccccc1,0%,-2%,4%
CCOc1ccccc1N(C)C(=O)C1CCCN(c2ncnc3c2nc2n3CCCCC2)C1 (configuration not stated),nt,5%,-30%
Cc1[nH]c(=O)[nH]c(=O)c1S(=O)(=O)N1CCC(C(=O)N2CCN(c3cccc(C(F)(F)F)c3)CC2)CC1,7%,7%,-7%
Cc1ccc(CC2CC(=O)N(c3nc4ccccc4s3)C2=O)cc1 (configuration not stated),2%,12%,9%
CCCNc1c(N)c(=O)oc2ccccc12,-7%,-19%,-5%
O=C(N/N=C/C=C/c1ccco1)c1cccs1,-7%,3%,?
CCOC(=O)c1ccc2c(c1)N(Cc1ccccc1)C(=O)c1ccccc1S2,nt,-19%,?
CCOC(=O)N1CCN(C(=O)c2ccc(Cn3c(=S)[nH]c4cc(C(=O)OC)ccc4c3=O)cc2)CC1,-10%,-5%,?
COC(=O)c1c(NC(=O)C2CC2)sc2c1CCCC2,?,-23%,-12%
N#C/C(C(=O)NCc1ccccc1)=C1/N=C(NC(=O)c2cccs2)c2ccccc21,-2%,-8%,16µM*
COc1cccc(CNC(=O)CN2C(=O)CCSc3ccc(S(=O)(=O)N4CCCC4)cc32)c1,-6%,5%,-1%
Cc1ccc(C)c(NC(=O)COC(=O)CCC(=O)c2cccs2)c1,-8%,0%,-3%

# A second format for part of the listing above.
# Every second line gives: N370S GC | FEN1 inhibitor | DT40 TDP1 CPT
Cc1[nH]c(=O)[nH]c(=O)c1S(=O)(=O)N1CCC(C(=O)N2CCN(c3cccc(C(F)(F)F)c3)CC2)CC1
  7% | 7% | -7%
Cc1ccc(CC2CC(=O)N(c3nc4ccccc4s3)C2=O)cc1 (configuration not stated)
  2% | 12% | 9%
CCCNc1c(N)c(=O)oc2ccccc12
  -7% | -19% | -5%
O=C(N/N=C/C=C/c1ccco1)c1cccs1
  -7% | 3% | ?
CCOC(=O)c1ccc2c(c1)N(Cc1ccccc1)C(=O)c1ccccc1S2
  nt | -19% | ?
CCOC(=O)N1CCN(C(=O)c2ccc(Cn3c(=S)[nH]c4cc(C(=O)OC)ccc4c3=O)cc2)CC1
  -10% | -5% | ?

# Going on with the list.
SMILES,N370S GC,FEN1 inhibitor,DT40 TDP1 CPT
COc1cccc(-c2ccc(SCC(=O)c3ccccc3)nn2)c1,2%,-2%,-13%
COc1cc2c(=O)n(Cc3ccco3)c(=O)n(CC(=O)c3ccc(Br)cc3)c2cc1OC,-4%,1%,-14%
COc1ccc(S(=O)(=O)N2CCCCC2)cc1NC(=O)C1CSC2(C)CCC(=O)N12 (configuration not stated),1%,13%,-2%
COC(=O)C1CC(=O)N(c2ccc(OCc3ccccc3Cl)cc2)C1 (configuration not stated),-1%,13%,-11%
CN=C1SC(CC(=O)Nc2cc(Cl)ccc2Cl)C(=O)N1C (configuration not stated),-5%,-5%,-4%
COc1cc(N2C(=O)c3ccccc3C2=O)c(Cl)cc1C(=O)OCC(=O)N(C)C,-20%,5%,-1%
Cc1cc(O)c2/c(=N\N)c(-c3csc(C)n3)coc2c1,7%,6%,7%
O=Cc1cn(-c2ccccc2)nc1-c1ccc2c(c1)OCCO2,4%,?,?
CCCCCCC(=O)N/N=C1\CCCc2ccccc21,7%,4%,-5%
NC(=O)c1ccc(OCc2ccccc2)nc1,nt,2%,10%
CC(C)(C)OC(=O)C[C@@H]1C/C=C\C[C@H](CC(=O)NCCO)C(=O)NC[C@H](c2ccccc2)OC1=O,nt,-5%,-18%
CC(=O)c1cccc(NC(=O)Nc2nnc(N3CCCC3)s2)c1,nt,10%,?
CCN(CC)C(=O)CSc1nc2c(sc(=S)n2-c2ccccc2)c(=O)n1Cc1ccco1,-22%,0%,23µM*
O=C(c1ccccc1NS(=O)(=O)c1ccc(Br)s1)N1CCCC1,16%,-11%,-9%
COc1ccc(N2CCN(C(=O)c3ccccc3Br)CC2)c([N+](=O)[O-])c1,16%,-4%,?
CCOc1ccccc1/C=C(\C#N)C(=O)Nc1cccc(C(=O)O)c1,8%,-6%,-10%
O=C(Nc1nnc(-c2ccccc2)o1)c1cc(Cl)sc1Cl,6%,-2%,7.3µM*
NS(=O)(=O)c1cccc(NC(=O)CN2C(=O)C(=O)N(Cc3ccccc3)C2=O)c1,nt,-15%,0%
CC(C)[C@@H]1[C@H]2CC[C@H](C2)[C@H]1N,-3%,nt,14%
COc1ccc(CC(NC(C)=O)C(=O)NC2CCN(S(=O)(=O)c3ccccc3)CC2)cc1OC (configuration not stated),4%[2.35 µM],-3%,-1%
CCOc1ccc(C2C(C(=O)c3ccc(C)o3)=C(O)C(=O)N2CCCN(CC)CC)cc1 (configuration not stated),-1%,2%,-2%
Cc1ccc(CN(CC(=O)NC2CCCCC2)C(=O)c2csnn2)cc1,1%,4%,-5%
CCCCS(=O)(=O)N1CCC(C(=O)Oc2ccc(Cl)cc2)CC1,-3%,20%,-4%
O=C1CCCC(O)=C1N=Nc1ccc(C(=O)O)cc1,-10%,45µM*,9%
COc1cc2c(cc1OC)C(c1ccc(Br)cc1)NCC2 (configuration not stated),nt,-11%,?
O=C(COC(=O)/C=C/c1ccc(Cl)cc1)Nc1ccccc1-c1ccccc1,5%,-11%,-28%
Cc1ccc(NS(=O)(=O)c2ccc3c(c2)CC(=O)N3)cc1F,nt,7%,-5%
CSc1cccc(NC(=O)c2cccc3cccnc23)c1,28%,-18%,-1%
Cc1cc(=O)[nH]c(SCC(=O)Nc2ccc(Cl)cn2)n1,4%,4%,-6%
C=CCn1c(SCC(=O)N2CCOCC2)nc2sc(C)c(C)c2c1=O,-6%,-2%,-19%

# By substructure, the compounds so far containing a CF3 group.
SMILES,N370S GC,FEN1 inhibitor,DT40 TDP1 CPT
COc1ccc(-n2ncc(C(=O)Nc3cccc(C(F)(F)F)c3)c2C2CCN(C(=O)OC(C)(C)C)CC2)cc1,nt,-1%,?
CC(=O)Nc1nc(C(F)(F)F)cs1,-10%,4%,8%
O=C(c1ccc(C(F)(F)F)cc1)C1CCCN(C(=O)CCN2CCCO2)C1 (configuration not stated),16%,-12%,-25%
Cc1[nH]c(=O)[nH]c(=O)c1S(=O)(=O)N1CCC(C(=O)N2CCN(c3cccc(C(F)(F)F)c3)CC2)CC1,7%,7%,-7%
